PG9 Ab binder – small molecules binding HIV-1 gp120 antibody PG9 | AID 624416 | hit rate 0.43% among 360,000 | TR-FRET gp120-PG9 antibody binding | inhibition, % at 6.7 µM; in the data active = inhibition above about 8.5%
UHRF1 MBD2 ctr – blocks human UHRF1 binding to methylated DNA | UHRF1 binding to methylated oligo, TR-FRET | inhibition, % at 4.4 µM | hit rate 0.75% among 370,000; in the data active = inhibition above about 21%;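 also: UHRF1 SRA domain binding a hemimethylated CpG hairpin DNA probe; 0% = median of test compound wells and 100% = reference inhibitor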
rCAG binder – binds r(CAG) RNA repeats. inhibition, % at 3 µM. hit rate 1.3% among 370,000. r(CAG) RNA repeat, TO-PRO-1 dye displacement fluorescence;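 active = inhibition above the plate cutoff, the mean of all test compounds on that plate plus 3 SD, cut at about 35% in these data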;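 also: 0% = DMSO alone and 100% = 100 µM mitoxantrone as full dye displacement; higher means more dye released from RNA so lower well fluorescence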
NR1D1 modulator – modulators of human Rev-erb alpha DNA binding | AID 1259318 | hit rate 0.79% among 370,000 | activity, % at 10 µM | P20393 | Rev-erbα–FITC-DNA binding, fluorescence polarization, 90 min;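 active = activity above about 14%, limit read from the data; passing the limit was not always enough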;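 also: 0% = DMSO wells with 35 nM protein and 100% = DMSO wells with 750 nM protein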
Target sequence (P20393 whole entry, looked up): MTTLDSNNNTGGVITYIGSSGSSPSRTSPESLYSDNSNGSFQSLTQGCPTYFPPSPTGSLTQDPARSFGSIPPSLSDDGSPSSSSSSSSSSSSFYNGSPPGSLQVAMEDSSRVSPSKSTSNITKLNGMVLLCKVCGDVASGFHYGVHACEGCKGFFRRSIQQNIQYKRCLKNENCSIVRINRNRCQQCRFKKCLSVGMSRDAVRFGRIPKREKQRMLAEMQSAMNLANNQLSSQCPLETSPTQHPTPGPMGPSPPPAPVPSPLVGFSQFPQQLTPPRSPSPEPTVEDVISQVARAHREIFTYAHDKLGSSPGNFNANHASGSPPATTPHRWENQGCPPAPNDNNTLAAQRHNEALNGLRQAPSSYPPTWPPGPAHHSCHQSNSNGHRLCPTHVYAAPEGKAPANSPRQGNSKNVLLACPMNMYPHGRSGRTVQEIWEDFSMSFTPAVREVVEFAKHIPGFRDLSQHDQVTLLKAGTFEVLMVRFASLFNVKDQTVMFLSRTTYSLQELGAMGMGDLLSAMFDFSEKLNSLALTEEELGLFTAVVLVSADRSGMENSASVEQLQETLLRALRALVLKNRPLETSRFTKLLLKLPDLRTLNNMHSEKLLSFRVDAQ
PRMT1 FP inh – inhibitors of human PRMT1; Q99873; inhibition, % at 2.79 µM; recombinant PRMT1, activity-based probe fluorescence polarization; hit rate 1.3% among 370,000;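 active = inhibition above about 21% made by adding two undisclosed values, limit read from the data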
HTRA1 inhibitor – inhibitors of human serine peptidase HTRA1. Q92743. recombinant HTRA1, FP-rhodamine activity-based probe, fluorescence polarization. inhibition, % at 5.96 µM. hit rate 0.5% among 340,000. AID 504803; in the data active = inhibition above about 36%;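 also: 0% = enzyme with DMSO and 100% = wells lacking enzyme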
TCR CD3 inh – inhibitors of human TCR-CD3 interaction; inhibition, % at 9.4 µM; TAMRA-labeled TCR probe fluorescence, biochemical; hit rate 0.37% among 360,000; AID 651800; in the data active = inhibition above about 19%;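 also: recombinant mutant TCR 2C K166C tagged with TAMRA read by polarization; 0% = receptor in buffer alone and 100% = receptor with positive control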
MBD2 DNA inh – blocks human MBD2 binding to methylated DNA; TR-FRET, MBD2 binding to methylated oligonucleotide; inhibition, % at 4.4 µM; hit rate 0.31% among 370,000; in the data active = inhibition above about 13%
Target sequence (Q9UBB5 whole entry, looked up): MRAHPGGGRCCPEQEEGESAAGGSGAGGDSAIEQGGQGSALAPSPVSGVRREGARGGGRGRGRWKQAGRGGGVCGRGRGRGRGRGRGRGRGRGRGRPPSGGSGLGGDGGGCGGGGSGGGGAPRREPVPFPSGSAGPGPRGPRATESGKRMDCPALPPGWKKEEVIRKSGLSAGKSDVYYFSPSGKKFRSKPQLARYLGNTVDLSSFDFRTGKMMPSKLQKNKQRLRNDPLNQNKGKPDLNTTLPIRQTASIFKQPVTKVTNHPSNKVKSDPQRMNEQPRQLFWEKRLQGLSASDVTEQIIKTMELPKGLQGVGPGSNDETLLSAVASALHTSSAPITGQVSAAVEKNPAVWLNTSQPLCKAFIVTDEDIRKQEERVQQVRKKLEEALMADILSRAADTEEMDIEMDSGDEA
ABHD4 inh – ABHD4 (mouse) inhibition, primary FP screen. purified mABHD4, FP-Rh probe fluorescence polarization. inhibition, % at 8.92 µM. hit rate 0.54% among 370,000. AID 720543;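 active = inhibition exceeding the mean over every tested compound plus 3 SD, cut at about 30% in these data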;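 also: 0% = plate median of compound wells and 100% = S159A mutant with DMSO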
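Test system: mABHD4 protein | Buffer or medium: HEPES pH 7.0 buffer, 150 mM NaCl, 0.01% Pluronic F-127 | Probe or stimulus: FP-Rh fluorescent activity-based probe, added after compound pre-incubation | Timing: Pre-incubation 45 min, probe exposure 60 min, at 25 °C | Technique: Fluorescence polarization, excitation 525 nm, emission 598 nm, BODIPY TMR filters | Repeats: Single well per compound (singlicate)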
LEDGF integ inh – blocks HIV-1 LEDGF/p75-dependent DNA integration. inhibition, % at 3.7 µM. hit rate 0.64% among 370,000. AID 743269. TR-FRET IN-LEDGF/p75 DNA integration, Eu/Cy5;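 active = inhibition above the screen-wide mean plus 3 SD, cut at about 13% in these data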;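 also: signal is the Cy5 over europium emission ratio at 671 and 618 nm; 0% = plate median of compound wells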
* marks the source's active call; other numbers are inactive results; · = not tested or not shown. These rows are one share of the data. The share of hits here may be higher or lower than overall.

SMILES,HTRA1 inhibitor,LEDGF integ inh,rCAG binder,TCR CD3 inh,NR1D1 modulator,MBD2 DNA inh,PRMT1 FP inh,ABHD4 inh,UHRF1 MBD2 ctr,PG9 Ab binder
CCOc1ccc(CCN2C(=O)CCC2(C)C(=O)NC(C)CC)cc1OCC (stereo not given),8,4,-3,4,-6,5,-3,-3,3,-3.3
Cc1ccc(CN2C(=O)CCC2C(=O)N2CCN(c3ccccc3)CC2)cc1 (stereo not given),6,-5,-7,-6,3,1,3,2,14,0.8
C/C=C(/C(=C/C)c1ccc(O)cc1)c1ccc(O)cc1,2,1,3,9,31*,-7,4,-20,-3,-2.1
Cc1cccc(NC(=O)/C(C#N)=C/c2ccc(Sc3ccccc3)o2)c1C,-1,0,2,0,-7,-3,-4,-4,0,-0.9
Cc1cc(/C=N/n2cnnc2)c(C)n1-c1ccc(C(=O)O)cc1,10,1,2,6,8,-5,1,6,-1,-1.5
CCn1nnnc1-c1ccc(OC)c(S(=O)(=O)N2CCCCC2)c1,1,1,-1,7,-1,-2,-2,10,-1,1.8
O=C(NC(CCl)c1ccccc1)c1ccc(Cl)cc1 (stereo not given),1,4,4,3,6,2,-2,0,-2,0.6
O=C1N/C(=C/c2ccco2)C(=O)N1Cc1ccccc1F,5,6,6,-3,-23,4,8,2,3,-1.3
Cn1ncc2c(=O)n(CC(=O)NC34CC5CC(CC(C5)C3)C4)cnc21,-3,-4,-1,4,4,4,1,-6,0,-0.4
O=C(COC(=O)c1cccs1)Nc1cc(S(=O)(=O)N2CCOCC2)ccc1Cl,7,-2,-3,-3,-2,5,3,4,3,0.4
O=C(Nc1ccccc1F)c1ccc2sc([C@H]3C[C@H](O)[C@@H](CO)O3)nc2c1,·,-2,2,-5,-1,6,5,3,1,-0.3
CN(C)N1C(N)=C(C#N)C(c2ccc(Cl)cc2)C2=C1CCCC2=O (stereo not given),5,2,4,-6,-2,5,0,1,-3,-2.2
O=C(Cn1c(N2CCN(C/C=C/c3ccccc3)CC2)nc2ccccc21)c1ccccc1,·,-3,1,0,-3,-3,0,4,2,0.1
Clc1nccnc1N/N=C/c1ccc(Br)cc1,9,2,-2,-4,7,2,4,4,1,0.1
NCCC(=O)N1c2ccccc2Sc2ccc(Cl)cc21,8,-3,18,6,-8,-2,0,0,0,1.3
COCC(C)n1c(SCc2ccc(OC)c(F)c2)nc2ccccc2c1=O (stereo not given),-19,0,-2,0,-1,0,-1,-8,-4,0.1
Nc1c(N(CCO)C(=O)c2ccccc2OCc2ccccc2Cl)c(=O)[nH]c(=O)n1Cc1ccccc1,0,-2,2,2,-2,1,-5,7,-4,0.2
Cc1nc2cc(NC(=O)N3CCCC3)ccc2n1C,1,-5,-2,-13,-1,2,8,8,3,-2.3
COc1ccc(C2CC(=O)C(c3cccc(Cl)c3)=CN2Cc2ccccc2)cc1 (stereo not given),·,3,4,4,-2,-6,-7,-18,0,1.3
Nc1nc2ccccc2cc1C(=O)NCc1ccc(-c2ccccc2)cc1,·,5,6,3,5,2,-3,-6,-4,0.1
O=C(NC1CCCCN(Cc2cccc(C(F)(F)F)c2)C1=O)c1ccc(F)c(F)c1 (stereo not given),·,5,-3,·,5,1,-1,-4,2,·
O=Cc1c[nH]c2ccc(NC(=O)OCc3ccccc3)cc12,-14,2,1,2,-9,7,0,-7,2,2.3
Cc1c(NS(=O)(=O)c2cccs2)c(=O)n(-c2ccccc2)n1C,-3,-1,1,3,-8,1,1,3,0,1.1
CC1CC(C)CN(C(=O)c2ccc3c(c2)OCCO3)C1 (stereo not given),9,-1,-2,5,0,4,-1,5,1,0.0
Brc1ccc(-c2nc3c4ccccc4ccn3c2Cc2ccccc2)cc1,-59,3,4,8,-6,0,-2,0,11,0.6
CN(C(=O)COC(=O)C1CSC2(C)CCC(=O)N12)c1ccccc1 (stereo not given),1,-3,-7,5,3,10,5,-7,2,2.9
COc1ccccc1/C=C/C=N/Nc1cccc(C(=O)O)c1,6,4,36*,-2,2,-6,4,16,5,-7.1
Cc1cc(NC(=O)c2cccc(C(=O)Nc3cc(C)on3)n2)no1,-3,7,2,9,22*,1,-2,-10,4,-2.6
O=C(/C=C/c1ccc(F)cc1)NCCCN1CCN(CCCNC(=O)/C=C/c2ccc(F)cc2)CC1,-1,-1,-4,-2,-1,-3,-1,1,2,-1.3
Cc1ccc(C2NC(=O)c3c(sc4c3CCN(C)C4)N2)o1 (stereo not given),-1,-1,-12,-4,0,-4,8,2,-7,-2.0
COc1ccccc1Cn1c(=S)[nH]c2cc(C(=O)N3CCCC3)ccc2c1=O,-9,6,2,6,3,3,-1,0,2,-2.5
CCn1cc(CN2CCCC(C(=O)Nc3ccc(-c4cscn4)cc3)C2)c(C)n1 (stereo not given),-9,-2,-5,4,3,-2,-4,5,0,-0.6
CCN(CC)C(=O)c1csc([C@H]2C[C@H](O)[C@@H](CO)O2)n1,·,-4,1,-1,3,-3,-2,-3,-1,0.5
O=C(COc1ccccc1CNCc1ccccc1)Nc1ccccc1,-2,0,7,-2,1,3,-1,3,-1,-2.6
CN(C)c1ccc(P(=O)(Nc2ccccc2)N2CCOCC2)c(NC(=O)c2cccs2)c1 (stereo not given),0,0,1,-2,42*,1,0,3,-2,-2.3
CCn1cnc2sc(-c3ccccc3)cc2c1=O,-5,1,1,5,-3,1,-2,6,-5,1.8
Cc1nn(CCc2nn[nH]n2)c2nc(-c3ccc(C4CCCCC4)cc3)cc(C(F)(F)F)c12,-16,0,28,5,3,-1,1,-7,0,-0.8
CC1(C)CC2CC(C)(CN2C(=O)COC(=O)c2ccc(O)cc2O)C1 (stereo not given),8,0,3,-3,-11,4,1,8,2,-0.9
Cc1cc(Cl)ccc1NC(=O)COC(=O)CCNS(=O)(=O)c1ccccc1,3,-1,1,10,-3,-4,1,2,-2,-0.1
Fc1ccc(-c2cnc(-c3cccs3)o2)cc1,-4,0,4,0,1,1,-2,-12,0,-2.0
CC(C)SCCCOc1ccc(C(C)(C)C)cc1,0,1,4,-3,-3,0,2,10,3,-0.5
O=C1CCC(/C=C/c2ccccc2)=NN1Cc1ccc(F)cc1,-21,-5,-6,-2,-4,3,0,-5,2,-1.2
O=C(O)c1ccccc1-c1ccccc1C(=O)Nc1cccc(O)c1,-2,-3,1,-2,-5,0,0,6,4,-1.3
Cn1c(NC(=O)c2ccc(S(=O)(=O)N3CCCCC3)cc2)cc(=O)n(C)c1=O,2,3,0,0,-4,3,0,0,1,0.0
CCN(CC)CCCN1C=C2C(=O)C(C)(OC(=O)CCC(=O)OC)C(=O)C=C2C=C1C1CC1 (stereo not given),-8,2,-5,1,4,0,7,4,1,-1.5

Entries listed so far shown as hits in NR1D1 modulator:
mol,HTRA1 inhibitor,LEDGF integ inh,TCR CD3 inh,NR1D1 modulator,MBD2 DNA inh,PRMT1 FP inh,ABHD4 inh,UHRF1 MBD2 ctr,PG9 Ab binder
C/C=C(/C(=C/C)c1ccc(O)cc1)c1ccc(O)cc1,2,1,9,31*,-7,4,-20,-3,-2.1
Cc1cc(NC(=O)c2cccc(C(=O)Nc3cc(C)on3)n2)no1,-3,7,9,22*,1,-2,-10,4,-2.6
CN(C)c1ccc(P(=O)(Nc2ccccc2)N2CCOCC2)c(NC(=O)c2cccs2)c1 (stereo not given),0,0,-2,42*,1,0,3,-2,-2.3

(listing goes on)
SMILES,HTRA1 inhibitor,LEDGF integ inh,rCAG binder,TCR CD3 inh,NR1D1 modulator,MBD2 DNA inh,PRMT1 FP inh,ABHD4 inh,UHRF1 MBD2 ctr,PG9 Ab binder
CC(=O)c1ccc(N=C2SCCCN2C(=O)C2CCCCC2)cc1,-6,-2,-6,-8,4,3,4,-3,6,-1.5
Cc1cccc(N(CC(=O)Nc2c(C)n(C)n(-c3ccccc3)c2=O)S(C)(=O)=O)c1C,2,-1,-6,-4,-2,6,1,-5,4,2.1
Cc1cc(N2CCN(C)CC2)nc2ccc(NC(=S)N3CCN(c4ccccn4)CC3)cc12,4,1,-5,-2,0,-3,0,-2,-3,-0.1
CCC(=O)N1CCc2cc(S(=O)(=O)NCCC(=O)N3CC=C(c4ccccc4)CC3)ccc21,4,4,13,3,-7,-4,0,1,0,-0.2
O=C1CC2(CCN(C(=O)COc3ccc(Cl)cc3)CC2)Oc2ccccc21,-2,0,-4,1,6,-11,-4,-1,-2,2.0
CCOC(=O)NNc1ccccc1,0,0,1,-1,10,3,1,-6,-2,-3.0
O=C(Nc1ccc2c(c1)OCCO2)C(C1CC1)N1CCC(Cc2ccccc2)CC1 (stereo not given),·,-2,2,-5,-3,0,3,-3,-1,-0.1
O=C1Nc2ccccc2C(=O)N(c2ccc3c(c2)OCCO3)C1C(=O)NC1CC1 (stereo not given),·,0,3,11,4,0,-1,0,2,-1.8
CC1CC(C)CN(C(=O)c2ccccc2Nc2ccc(SC(F)F)cc2)C1 (stereo not given),-14,-2,-1,0,-1,-2,-4,3,2,1.0
CCC(CC)C(=O)N(C)c1c(C)nc2c(OCc3ccc(C#N)cc3)cccn12,·,15*,-2,-5,10,-1,-3,-3,-1,2.5
CCCCCCCCc1nc(SCC(C)=O)n[nH]1,5,1,-2,7,-2,-9,-6,-4,-2,4.1
O=C(NCc1ccc(N2CCCC2=O)cc1)Nc1ccccc1,-1,2,1,-1,0,4,0,1,1,-0.5
CCN1CCN(S(=O)(=O)c2ccc(Cl)c(C(=O)N(CC(C)C)C3CCS(=O)(=O)C3)c2)CC1 (stereo not given),15,-2,1,-7,-5,2,5,5,-2,-0.8
COc1ccc(-c2nnc3ccc(SC(C(C)=O)C(C)=O)nn23)cc1OC,6,-5,5,1,-1,-2,2,5,1,-1.0
N#CCCN(C(=O)COC(=O)COc1ccc(Cl)cc1)c1ccccc1,-6,-4,-11,-9,-2,2,2,-2,4,0.6
CNC(=S)N/N=C(\C)c1cccc(C(F)(F)F)c1,-6,-4,-3,-3,-4,0,5,4,0,-0.6
CN(C)CCCNC(=O)c1cc(C(=O)c2c(Cl)cccc2Cl)c[nH]1,4,-3,1,-5,6,-2,0,2,1,0.3
Cc1ccc(S(=O)(=O)N2CCCCC2)cc1NC(=S)NC(=O)c1ccco1,-9,-4,4,1,-5,2,3,6,-1,-0.5
Cc1ccc(NC(=O)N2CCC(NC(=O)c3cccc(F)c3)CC2)cc1,0,1,-4,-4,1,-5,1,-4,-1,1.8
CCCCn1c2nc3ccccc3nc2c2c(=O)n(C(C)CC)cnc21 (stereo not given),3,2,1,-4,2,-4,1,2,1,-0.6
C[N+]1(CC(=O)OCCCC2CCCCC2)CCCC1,2,5,-2,-6,0,-2,1,1,5,1.6
COc1ccc(-c2cc(-c3cccs3)nc3sc(C#N)c(N)c23)cc1,-33,3,8,0,0,-4,7,15,1,4.2
CC(NC(=O)CNC(=O)c1ccccc1Br)c1cccs1 (stereo not given),-1,-9,-4,-5,-8,5,6,-3,6,-1.5

High-throughput results from PubChem.
